Giardia kill: Giardia lamblia killing; activity change, % at 7.66 µM, hits read low; Giardia lamblia trophozoite viability; 340,000 tested, 0.15% active; in the data active = activity change below about -80%; inconclusive = between about -30% and that limit;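 note: parasites exposed to compound for two days anaerobically before the ATP read; % is set by controls: 0 for no effect and ±100 for the full control effect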
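Giardia lamblia trophozoites (100 cells/well) were incubated with compounds for 48 h at 37 deg C under anaerobic conditions. Viability was read as ATP content by one-step luminescence after 15-30 min at room temperature.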
BCR signal inh: inhibitors of chronic active B-cell receptor signaling; 340,000 tested, 0.05% active; AID 493014; ABC-DLBCL IkBa-CBG/CBR reporter, luminescence ratio, 4 h; Potency, µM (top dose mostly 46.1 µM), for inactives: at the highest dose ratio change, negative = lower green/red ratio, hits mostly inhibitors; active = well fitted inhibition curve with a large enough effect in the signal ratio, with a control signal flat, not every such curve was filed as active; inconclusive = small, poorly fitted or top-dose-only effect, or effect the other way, or a change in a side signal; the % refers to the signal ratio;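 note: potency is the fitted concentration of half-maximal effect; plate controls were basal doxycycline-induced cells for no effect and cells given 10 µM MG132 for full effect; MG132 reads +100%, hits lower the ratio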
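Concentration-response series (up to 46 uM) were applied to TMD8 dual-reporter cells for 4 h at 37C with doxycycline. Green/red ratio, after filter-overlap correction, defined %Activity; red signal alone was normalised to basal cells and zero luminescence.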
GALK inh: galactokinase (human) inhibition | AID 1868 | 270,000 tested, 0.007% active | Potency, µM (titrated, usually from 57.5 µM), for inactives: top-dose activity change, negative = inhibition, actives largely listed as inhibitors | P51570 | Purified GALK, Kinase-Glo residual ATP luminescence; note: potency is the fitted concentration of half-maximal effect; % is set by controls: 0 for no effect and ±100 for the full control effect
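Quantitative HTS: GALK 5 nM, ATP 35 uM, galactose 100 uM, 1 h room temperature, then luciferase-based ATP detection.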
TSHR antag: human thyrotropin receptor antagonism. TSHR-expressing cells, TSH-stimulated cAMP HTRF, 2 h; hits give low values. P16473. 330,000 tested, 0.2% active. AID 504810. activity change, negative = inhibition, % at 11.5 µM;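 active = activity change below a set negative limit, meaning inhibition stronger than a set level, cut at about -70% in these data; inconclusive = activity change between two set negative limits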; note: % is set by controls: 0 for no effect and ±100 for the full control effect
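TSHR-expressing cells, 200/well, pre-treated with compound, then stimulated with EC80 TSH (4nM final) for 2 hours at 37 deg C. cAMP measured by competitive HTRF: anti-cAMP cryptate antibody in lysis buffer plus cAMP-d2, read after 30 minutes at room temperature.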
MLL CXXC-DNA inh: blocks binding of human MLL CXXC domain to DNA | Q03164 | MLL-CXXC / FITC-HOXA9 DNA fluorescence polarization | Potency, µM (series often up to 115 µM), inactives show top-dose activity change, negative = inhibition, hits mostly inhibitors | 290,000 tested, 0.037% active | AID 2662; active = well fitted inhibition curve with a large enough effect in the polarisation, with a control signal flat, not every such curve was filed as active; inconclusive = small, poorly fitted or top-dose-only effect, or effect the other way, or a change in a side signal; inactive = no such curve, though single readings can be large or run the other way; the % refers to the polarisation; note: potency is the fitted concentration of half-maximal effect
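Purified MLL-CXXC (added from a 7 uM solution) was preincubated 5 min at ambient with pinned compounds in 50 mM Tris-HCl pH 7.5, 50 mM NaCl, 1 mM DTT, 0.05% BSA. Fluorescein-labeled HOX-A9 DNA (50 nM solution) followed, 30 min, then polarization read.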
Tb PFK block: inhibitors of T. brucei phosphofructokinase; Potency, µM (titrated, usually from 57.5 µM), inactives show at the highest dose activity, negative = inhibition, usual class: inhibitors; 330,000 tested, 0.17% active; O15648; T. brucei PFK, ADP-Glo luminescence;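 note: potency is the fitted concentration of half-maximal effect; 0% = uninhibited 1x PFK enzyme wells and -100% = no-enzyme wells; nearly all actives have a fitted effect of over 60% in size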
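PFK 1.25 nM, F6P 0.5 mM, ATP 0.1 mM, 0.1 M TEA pH 8.0, 5 mM MgCl2, 0.01% Tween20, 0.1% BSA; 45 min RT. ADP-Glo readout. qHTS titration up to 57 uM; curves fitted, compounds curve-classed.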
TCR act: T cell receptor activation; primary human leukocytes, anti-CD3, IL-2 HTRF, 48 h; 330,000 tested, under 10 active; AID 504894; Potency, µM (series often up to 9.22 µM), for the others: at the top dose activation of IL-2 secretion, most hits filed as activators; note: % of control where 0% means no effect
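HTRF read-out of IL-2 secretion: europium cryptate donor excited at 320nm, d2 acceptor emission at 665nm. Cells were primary human leukocytes incubated 48 hr with compounds and a-CD3 beads, supplying TCR signal only.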
AT treatment: potential ataxia-telangiectasia treatments restoring KAP-1 phosphorylation; AID 485349; 320,000 tested, 0.19% active; […] A-T fibroblasts, KAP-1 phosphorylation AlphaLISA; neocarzinostatin DNA damage 30 min before lysis; Potency, µM (titrated, usually from 57.5 µM), inactives show at the top dose activation, usual class: activators; note: potency is the fitted concentration of half-maximal effect; % of control where 0% means no effect; nearly all actives have a fitted effect of over 45% in size
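ATM-like activity read as KAP-1 phosphorylation via AlphaLISA donor/acceptor antibody pairs after lysis and 6 hr at 25C. Cells were ATM-null patient fibroblasts ([…], hTERT), dosed 60 min, then exposed to the DSB inducer NCS for 30 min.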
FBPA coupling cs: inhibits coupling enzyme system, counter-screen for aldolase hits. coupling enzyme system counterscreen, AmpLite Red fluorescence. activity change, negative = inhibition, % at 58.2 µM, hits read low. 290,000 tested, 0.67% active; in the data active = activity change below about -30%; note: % is set by controls: 0 for no effect and ±100 for the full control effect
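Counterscreen of the coupled detection system alone, without aldolase: glyceraldehyde-3-phosphate coupling enzymes plus AmpLite Red readout. Compounds at 57.5 uM final, 10 min RT preincubation, 20 min RT reaction, fluorescence 525/598 nm.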
hERG WT inh: inhibitors of human wildtype KCNH2 potassium channel; 340,000 tested, 0.37% active; Q12809; U2OS, BacMam KCNH2, thallium flux FluxOr; hits give low values; AID 720551; activity change, % at 1.84 µM;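 active = maximum activity change below -70%; inconclusive = maximum activity change between -70% and -50%; inactive = maximum activity change above -50%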; note: % is set by controls: 0 for no effect and ±100 for the full control effect
Target sequence (Q12809 whole entry, looked up): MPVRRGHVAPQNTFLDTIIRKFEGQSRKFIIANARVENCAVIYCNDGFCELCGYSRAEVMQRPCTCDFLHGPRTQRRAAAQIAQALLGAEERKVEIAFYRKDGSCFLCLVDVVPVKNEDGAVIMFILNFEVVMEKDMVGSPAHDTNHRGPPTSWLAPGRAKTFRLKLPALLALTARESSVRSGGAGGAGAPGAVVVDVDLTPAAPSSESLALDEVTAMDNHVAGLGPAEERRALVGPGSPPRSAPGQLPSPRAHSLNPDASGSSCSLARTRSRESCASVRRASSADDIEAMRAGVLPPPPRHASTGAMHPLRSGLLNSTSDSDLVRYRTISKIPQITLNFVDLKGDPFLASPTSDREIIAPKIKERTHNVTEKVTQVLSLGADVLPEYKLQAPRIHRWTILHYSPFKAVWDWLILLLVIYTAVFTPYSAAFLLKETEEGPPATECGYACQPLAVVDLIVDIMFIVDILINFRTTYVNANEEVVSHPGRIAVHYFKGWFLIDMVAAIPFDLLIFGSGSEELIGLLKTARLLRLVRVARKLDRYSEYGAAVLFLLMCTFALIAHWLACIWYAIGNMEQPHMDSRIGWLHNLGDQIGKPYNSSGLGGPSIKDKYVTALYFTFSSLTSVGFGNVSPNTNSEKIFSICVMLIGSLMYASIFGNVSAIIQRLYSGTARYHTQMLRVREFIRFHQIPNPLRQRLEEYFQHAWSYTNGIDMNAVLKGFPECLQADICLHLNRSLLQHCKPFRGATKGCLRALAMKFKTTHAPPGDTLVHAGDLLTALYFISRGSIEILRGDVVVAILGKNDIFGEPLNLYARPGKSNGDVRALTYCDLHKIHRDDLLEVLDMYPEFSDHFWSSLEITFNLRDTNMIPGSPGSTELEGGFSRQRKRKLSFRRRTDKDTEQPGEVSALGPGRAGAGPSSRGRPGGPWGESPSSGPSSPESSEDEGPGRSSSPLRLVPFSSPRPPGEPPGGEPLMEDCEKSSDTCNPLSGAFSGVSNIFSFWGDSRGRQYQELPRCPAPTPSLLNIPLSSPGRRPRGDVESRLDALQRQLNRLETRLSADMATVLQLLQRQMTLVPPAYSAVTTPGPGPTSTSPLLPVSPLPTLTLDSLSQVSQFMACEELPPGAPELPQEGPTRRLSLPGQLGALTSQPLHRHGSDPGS
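U2OS cells were transduced with wild-type KCNH2 virus (2.03 x 10^8 / mL) for 4 h at room temperature, then cultured overnight at 37 C. Thallium flux was read with FluxOr dye. Rate constants were normalized to DMSO controls.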
* = called active by the depositor; ? = inconclusive; / = no result given; [ ] = remark or other dose. Unless noted, calls come from the whole dose curve; as a rule, active = well fitted curve in the direction sought with a large enough effect; inconclusive = small, poorly fitted or top-dose-only effect, or another doubt; inactive = no such curve, though single readings can be large; an effect the other way counts as inactive or inconclusive.

nr | SMILES | Giardia kill | BCR signal inh | GALK inh | TSHR antag | MLL CXXC-DNA inh
1 | O=C(CCCCl)NC(=S)Nc1ccc(N2CCOCC2)cc1 | -8 | ? | 5% | 6 | 1%
2 | O=C(CCc1ccccc1)NCc1cccnc1 | 2 | 5% | 1% | -8 | 1%
3 | CC(=O)Nc1cccc(NC(=O)CCn2c(=O)sc3ccccc32)c1 | 14 | ? | 1% | -3 | -2%
4 | COc1cnc(-c2ccccc2)nc1Oc1ccccc1C | -18 | 1% | 0% | 2 | 5%
5 | O=C(Cc1ccc(Br)cc1)Nc1nc2ccccc2[nH]1 | 24 | ? | 0% | -11 | -10%
6 | CCOc1ccc(S(=O)(=O)NCCC(=O)NCC2CCCO2)cc1 (stereo not given) | -13 | 0% | / | 11 | /
7 | COc1ccc(OC)c(N(CC(=O)N2CCCCC2)S(=O)(=O)c2ccc(OC)c(OC)c2)c1 | -4 | -6% | -5% | -2 | 2%
8 | O=C(Nc1nncs1)c1cc(S(=O)(=O)N2CCOCC2)ccc1Cl | 9 | 10% | -2% | -6 | -6%
9 | COc1cc(C(=O)N(Cc2cccc(Cl)c2)C2CCS(=O)(=O)C2)cc(OC)c1OC (stereo not given) | 11 | 5% | 0% | -3 | -2%
10 | COc1ccc2nc(C)cc(N/N=C/c3cccc(OC)c3O)c2c1 | -83* | ? | -1% | -12 | ?
11 | Cc1cc2nc(Cl)c(Cl)nc2cc1C | -4 | 0% | -1% | 8 | 1%
12 | CC(=O)NC1=NC(=O)/C(=C/N2CCCCC2)S1 | -11 | 2% | 0% | 1 | -1%
13 | Oc1[nH]c2ccccc2c1N=Nc1cccc(Cl)c1 | -23 | ? | 0% | 15 | -4%
14 | CCCN(CCC)S(=O)(=O)c1ccc2c(c1)CCCN2C(C)=O | -9 | -2% | 0% | 34 | -4%
15 | CC(C)(C)NC(=O)CN(Cc1cccs1)C(=O)CN1C(=O)C(=O)c2ccccc21 | -2 | 0% | -1% | -2 | 11%

nr | Tb PFK block | TCR act | AT treatment | FBPA coupling cs | hERG WT inh
1 | 0% | 3% | -10% | 2 | -6
2 | 1% | 8% | 3% | / | 0
3 | -8% | -4% | -9% | 2 | -3
4 | 10%[0.46 µM] | -4% | 14% | 1 | -8
5 | 5% | 2% | 0% | -2 | -8
6 | 0% | -3% | 7% | / | 2
7 | 0% | -3%[46.1 µM] | / | 1 | 6
8 | 0% | 3% | -4% | 4 | 2
9 | -2% | 3% | -6% | 0 | -14
10 | -6% | 3% | -1% | -1 | 0
11 | -2% | -1% | -1% | 0 | 17
12 | -6% | / | 1% | -1 | -26
13 | -4% | -1% | 0% | 1 | -47
14 | 0% | -3% | 7% | 4 | 14
15 | 3% | -6% | -4% | -7 | -18

Going on with the list:
nr | SMILES | Giardia kill | BCR signal inh | GALK inh | TSHR antag | MLL CXXC-DNA inh
16 | CC(Cl)C(=O)Nc1c2c(nn1-c1ccccc1)CSC2 (stereo not given) | 4 | 6% | 0% | -8 | -7%
17 | CC[C@]12c3[nH]c4cc(CCC(=O)N(C)C)ccc4c3CCN1C(=O)[C@@H](CC(=O)NC/C=C(\C)CCC=C(C)C)C[C@@H]2C(=O)N1CCN(C(=O)C2CC2)CC1 | -5 | ? | / | -2 | /
18 | Cc1ncc(CN2CCN(C3CCCC3)C(CCO)C2)s1 (stereo not given) | 5 | 3% | -1% | 8 | -5%
19 | CCOc1ccc(N2C(=O)CN(C)C2=S)cc1 | 17 | 0% | 1% | 8 | 0%
20 | COc1cc2nc(SCC(=O)NCCc3ccccc3)n(Cc3ccco3)c(=O)c2cc1OC | -6 | ? | -2% | -14 | 12%
21 | CC(C)C(=O)NNC(=O)c1csc(-c2cccs2)n1 | 6 | 13% | / | 31 | -19%
22 | Cc1cccc(Nc2c(F)c(F)c(F)c(F)c2C(=O)O)c1 | -8 | ? | 4% | -7 | -2%
23 | CCCN(CCC)C(=O)C1CCCN1S(=O)(=O)c1cccc2nsnc12 (stereo not given) | 8 | 5% | 1% | 3 | -3%
24 | N#C/C(=C(/O)COC(=O)CSc1ccc(Cl)cc1)c1nc2ccccc2[nH]1 | 24 | -23% | -1% | -10 | -14%
25 | COc1ccc(CNC(=O)COC(=O)c2c(NC(C)=O)sc(C)c2C)cc1 | -14 | 0% | / | 1 | /
26 | CCN1C(=O)c2c(C)nc3ccccc3c2C1=O | 10 | 15% | -2% | -6 | -6%
27 | CC1CCCC(C)N1/N=C/c1ccc(N(C)C)cc1 (stereo not given) | 28 | 0% | 0% | 29 | 1%
28 | Cc1ccc(-n2nc3c(=O)n(CCCC(=O)NCc4ccccc4F)nc(C)c3c2C)cc1 | -18 | 2% | -8% | -13 | 18%
29 | C=CCC1c2cccc(C(=O)O)c2C(=O)N1c1ccc(Cl)cc1 (stereo not given) | -10 | -2% | -2% | 0 | 5%
30 | O=C(NCCCN1CCOCC1)c1ccc(S(=O)(=O)N2CCOCC2)cc1 | 12 | -1% | 4% | 0 | 9%

nr | Tb PFK block | TCR act | AT treatment | FBPA coupling cs | hERG WT inh
16 | -1% | 0% | 1% | 1 | /
17 | -5% | 1%[46.1 µM] | -11% | / | -15
18 | -5% | 11% | -4% | 1 | 6
19 | -1% | 1%[46.1 µM] | -1% | 0 | -6
20 | -1% | 3% | -1% | -4 | 2
21 | -7% | 9% | 8% | -9 | -10
22 | -8% | -3% | 4% | 9 | 7
23 | -3% | 0% | 26% | 0 | -20
24 | 3% | 5%[46.1 µM] | 11% | -1 | -4
25 | 2% | 0% | / | / | -16
26 | -1% | 2% | 0% | -1 | -4
27 | 1% | -6% | -12% | 1 | -17
28 | 0% | -10% | 6% | / | 2
29 | -4% | 0% | 2% | 12 | -2
30 | 2% | -3% | 0% | 4 | 2

Full records as entered above. Screens in order: Giardia kill	BCR signal inh	GALK inh	TSHR antag	MLL CXXC-DNA inh	Tb PFK block	TCR act	AT treatment	FBPA coupling cs	hERG WT inh
Entry for Cc1ncc(CN2CCN(C3CCCC3)C(CCO)C2)s1 (stereo not given) = 5	3%	-1%	8	-5%	-5%	11%	-4%	1	6
Entry for CCOc1ccc(N2C(=O)CN(C)C2=S)cc1 = 17	0%	1%	8	0%	-1%	1%[46.1 µM]	-1%	0	-6
Entry for CC[C@]12c3[nH]c4cc(CCC(=O)N(C)C)ccc4c3CCN1C(=O)[C@@H](CC(=O)NC/C=C(\C)CCC=C(C)C)C[C@@H]2C(=O)N1CCN(C(=O)C2CC2)CC1 = -5	?	/	-2	/	-5%	1%[46.1 µM]	-11%	/	-15

Going on with the list.
nr | SMILES | Giardia kill | BCR signal inh | GALK inh | TSHR antag | MLL CXXC-DNA inh
31 | CCCC(C)C(=O)Nc1nc(C)c(-c2csc(Nc3cc(OC)ccc3OC)n2)s1 (stereo not given) | 3 | ? | -1% | -5 | 15%
32 | CCOC(=O)NNC(=S)Nc1c(C)n(C)n(-c2ccccc2)c1=O | -17 | 7% | 8% | -2 | -3%
33 | O=C(NCCN1CCCC1)c1ccc2c(c1)N(Cc1ccc(F)cc1)C(=O)c1ccccc1S2=O (stereo not given) | -4 | ? | 0% | 1 | 1%
34 | CCN(Cc1nc2cc(Cl)ccc2c(=O)[nH]1)C(=O)c1cc2c(s1)CCCCC2 | -9 | 1% | / | -3 | /
35 | c1csc(C2=NNC(=NC3CCCCC3)SC2)c1 | -2 | ? | 10% | 1 | -6%
36 | COc1ccc(CCC(C)NC2C3CC4CC(C3)CC2C4)cc1 (stereo not given) | -6 | -1% | / | -4 | 18%
37 | Cc1cc(N2CCCC2)nc(SCC(=O)c2ccccc2)n1 | -4 | ? | -3% | 2 | -1%
38 | CCN(CC)C(=O)c1ccc(N)cc1 | -8 | -1% | 12% | -1 | 2%
39 | FCCCOc1ccc(CN2CCN(c3ccccc3F)CC2)cc1 | 6 | -4% | -2% | 8 | 10%
40 | Cc1onc(-c2c(F)cccc2Cl)c1C(=O)NCc1ccc(F)cc1 | 12 | -1% | 0% | 15 | 43%[activator]

nr | Tb PFK block | TCR act | AT treatment | FBPA coupling cs | hERG WT inh
31 | 1% | -1% | -4% | 0 | -19
32 | 0% | 0% | -6% | 2 | 3
33 | -4% | 2%[46.1 µM] | 22% | 0 | 4
34 | -3% | -2% | 4% | / | -1
35 | 0% | 0% | -6% | 1 | -2
36 | 8% | 8% | 6% | -2 | -28
37 | -4% | -2%[46.1 µM] | -2% | 4 | 3
38 | -8% | 6% | -12% | 1 | -5
39 | 0% | -4% | 0% | -2 | 17
40 | 3% | -4% | ? | 1 | -2

Screens from PubChem.
